Assay outcomes deposited in PubChem BioAssay by several laboratories.
SIAH1 antagonists: blockers of Siah-1 interaction with plectin peptide – biochemical, fluorescence polarization, rhodamine-plectin, uHTS, primary screen (AID 1817); Siah-1 / rhodamine-plectin peptide fluorescence polarization; higher % means a stronger effect; 0.02% of 290,000 active; displacement, % at 20 µM; hits with a dose series show IC50 in µM;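 active = displacement of at least 50% at 20 µM, with a fluorescence ratio check between 0.3 and a set limit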;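 note: plate controls were Siah plus tracer with DMSO for no effect and tracer alone without Siah for full effect; strong numbers were not always called active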
Yfh1-depleted yeast: enhancers of respiration in Yfh1-depleted yeast, dose response, Friedreich's ataxia, plus single-dose screen (AID 1465); S. cerevisiae Yfh1-off respiration, WST-1 reduction, 72 h; higher fold induction means a stronger effect; fold induction at 50 µM, or EC50 in µM where a hit was titrated; 0.074% of 220,000 active;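 active = fold induction of absorbance versus untreated yeast above a set limit, then at least 30% activation at any dose in follow-up; inconclusive = repeats straddling the limit, or above it without dose testing; inactive = fold induction below the set limit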;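 note: activators that raise dye reduction in frataxin-depleted yeast; strong numbers were not always called active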
West Nile antiviral: West Nile virus antiviral activity, cell-based, CPE readout (AID 1621). West Nile virus-infected cells, CPE inhibition; higher % means a stronger effect. CPE inhibition, % at 10 µM; hits with a dose series show IC50 in µM. 0.02% of 290,000 active; in the data active = a potency from the dose series; inconclusive = CPE inhibition mostly from about 3.7% at the one dose, without a potency; inactive = the rest, 99 in 100 with CPE inhibition below about 2.2%; note: strong numbers were not always called active
PhoP inhibition: PhoP-dependent GFP reporter repression – Salmonella Typhimurium, primary screen (AID 1863); inhibition, % at 50 µM; hits with a dose series show IC50 in µM; 0.16% of 300,000 active; S. Typhimurium PhoP-regulated promoter GFP reporter, 4 h; higher % means a stronger effect;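 active = inhibition over 29.93%, a cutoff 3 SD above the screen mean, later confirmed by dose response; inconclusive = inhibition over 29.93% but no dose response follow-up; inactive = inhibition at most 29.93% or unconfirmed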;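 note: 0% = low Mg2+ inducing control and 100% = high Mg2+ repressing control; strong numbers were not always called active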
P. falciparum M17LAP: P. falciparum M17LAP inhibitors, primary screen, biochemical, fluorogenic H-Leu-NHMec substrate, 1536-well (AID 1619). recombinant M17LAP, H-Leu-NHMec fluorogenic kinetic assay; higher % means a stronger effect. inhibition, % at 30 µM, or IC50 in µM where a hit was titrated. 0.38% of 220,000 active;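 active = compound inhibiting the enzyme by more than half at any dose during confirmatory dose-response retesting; inconclusive = strong single-dose inhibitors picked by rank but not retested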;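 note: plate controls were full reaction with DMSO carrier for no effect and no enzyme background for full effect; strong numbers were not always called active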
PMI inhibition: human PMI inhibitors, high substrate, primary screen, biochemical, fluorescence intensity, high mannose 6-phosphate (AID 1220); 0.66% of 190,000 active; recombinant PMI enzyme, coupled fluorescence intensity; higher % means a stronger effect; inhibition, % at 20 µM, or IC50 in µM where a hit was titrated; in the data active = inhibition above about 50%
M1AAP inhibition: P. falciparum M1AAP inhibitors, biochemical, fluorogenic H-Leu-NHMec substrate, 1536-well (AID 1445); one-dose inhibition, % at 30 µM; IC50 in µM for titrated hits; recombinant M1AAP, H-Leu-NHMec fluorogenic kinetic assay; higher % means a stronger effect; 0.42% of 220,000 active;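 active = primary inhibition above the hit cutoff, then over 50% inhibition at one or more dose response concentrations, cut at about 23% in these data, passing the limit was not always enough; inconclusive = conflicting primary data, or primary hits not chosen for dose response; inactive = low primary inhibition, or under 50% at every dose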;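 note: plate controls were DMSO full reaction for no effect and no enzyme background for full effect; strong numbers were not always called active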
XIAP antagonists: XIAP antagonists, biochemical, IAP family, fluorescence polarization (AID 1018). XIAP BIR domain, fluorescence polarization peptide displacement; higher % means a stronger effect. 0.007% of 200,000 active. displacement, % at 20 µM; hits with a dose series show IC50 in µM; in the data active = displacement above about 50%; note: a part of the inactive calls stands beside numbers as strong as those of hits
CSM14.1 death rescue: rescue of cells from ER stress-induced death, primary screen, 384-well, CSM14.1, thapsigargin, ATP luminescence (AID 1222) | CSM14.1 thapsigargin-induced death rescue, ATP luminescence; higher % means a stronger effect | one-dose cellular ATP content (survival), % at 20 µM; EC50 in µM for titrated hits | 190,000 tested, under 10 active;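 active = EC50 below 50 µM in the dose-response confirmation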;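 note: death triggered by thapsigargin at about 15 µM added after 2 h compound pretreatment; cell ATP read after overnight thapsigargin exposure of roughly 18 to 22 hours; normalized against plate controls of thapsigargin alone and 5% DMSO vehicle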
* hit, by the source's call; i = inactive; ? = inconclusive; / = not tested or not shown. Outcome played no part in choosing rows. Share with any hit: about 1.6%.

Molecule | SIAH1 antagonists | Yfh1-depleted yeast | West Nile antiviral | PhoP inhibition | P. falciparum M17LAP | PMI inhibition | M1AAP inhibition | XIAP antagonists | CSM14.1 death rescue
CC(C)=CCc1c(O)c(CC=C(C)C)c2occ(-c3ccc(O)cc3)c(=O)c2c1O | 1% | i | -1.0% | 8% | -1% | / | 9% | / | /
CC(C)C[C@H](NC(=O)c1nc[nH]c1C(=O)N1CCc2ccccc2C1)C(=O)OCc1ccccc1 | -3% | i | -0.3% | 1% | -1% | / | -8% | / | /
Cc1ccc(S(=O)(=O)N(C)Cc2ccc(C(=O)N/N=C3\CCCC(=O)C3)cc2)cc1 | -1% | i | 0.2% | 7% | 10% | 8% | 7% | -4.1% | -0.9%
O=C(NCc1ccco1)c1cc(NS(=O)(=O)c2cccc([N+](=O)[O-])c2)ccc1O | 0% | i | -0.3% | 19% | 6% | -6% | 4% | -5.2% | 1.2%
Cc1c(CN2CCC(CO)(CCOc3ccccc3)CC2)[nH]c2c(Cl)cccc12 | -1% | i | -1.6% | -1% | 2% | 15% | -2% | -7.1% | -4.6%
COc1ccc(C(O)(CCc2ccccc2)CCN2CCCCC2)cc1 (stereo unspecified) | -6% | i | -0.8% | -2% | 9% | -3% | 11% | -0.5% | 0.5%
COc1ccccc1/C=C/C=N/NC(=O)c1cccs1 | 5% | i | -0.2% | -2% | 6% | / | 18% | / | /
COc1ccc(N2C(=O)C(F)(F)C2c2ccccc2F)cc1 (stereo unspecified) | -2% | i | 0.5% | 0% | -4% | 11% | 9% | -3.4% | 1.0%
CCOC(=O)CSc1c(-c2ccc(Cl)cc2)[nH]c2ccccc12 | 2% | i | -0.5% | 5% | -4% | 8% | -3% | -0.3% | 5.6%
O=[N+]([O-])c1cc(Br)c(O)c(/C=N/Nc2nc3ccccc3s2)c1 | 19% | i | ? | -4% | 10% | -35% | 16% | -7.2% | -0.8%
Cc1cccc(N2C(=O)/C(=C\c3ccc(C(=O)O)cc3)c3ccccc3C2=O)c1 | 3% | i | -0.5% | 3% | 1% | -38% | 7% | -3.3% | -1.2%
O=C(O)C1CCCN1S(=O)(=O)c1ccc(Br)s1 (stereo unspecified) (tested in a mixture with another compound) | -2% | i | 0.4% | 0% | 8% | -1% | 8% | -3.1% | -1.5%
O=C(O)c1ccc(CSc2ncn[nH]2)cc1 | 5% | i | 0.1% | 17% | 46% | 2% | -1% | -4.9% | -2.2%
O=S(=O)(c1ccc(NC(=S)N2CCN(c3ccc(O)cc3)CC2)cc1)N1CCOCC1 | 0% | i | -0.5% | -1% | 13% | 38% | 6% | -6.9% | 1.9%
COC(=O)c1ccc(Cl)c(NC(=O)Cc2ccccc2[N+](=O)[O-])c1 | 24% | i | 0.8% | 3% | 2% | -6% | 0% | -11% | -1.9%
CN(CCc1ccccn1)C(=O)Nc1cccc(Cl)c1 | 6% | i | -0.3% | -10% | 2% | / | 4% | / | /
CN1Cc2sc(N)c(C#N)c2CC1(C)C | 9% | i | 0.8% | -6% | -12% | -4% | 10% | -21% | -1.1%
COc1ccc(C(=O)CSc2n[nH]c(=O)n2Cc2ccco2)cc1 | -4% | i | 0.4% | -1% | 11% | / | 10% | / | /
CCCC(=O)NCCc1cc2ccc(OC)cc2[nH]c1=O | -2% | i | 0.4% | 9% | 7% | 6% | 7% | -2.6% | /
CCOC(=O)Cn1cc(C(=O)OC)c2ccccc21 | 2% | i | -0.4% | -9% | -8% | -1% | 5% | 3.8% | -0.8%
Cc1ccc(OCc2nnc(SCC(N)=O)n2N)cc1 | -6% | i | -0.4% | 3% | -6% | 41% | -1% | -4.4% | -2.4%
Cn1c(-c2ccc(F)cc2)cnc1NCc1ccc(C#N)cc1 | 0% | i | 1.1% | -12% | 13% | 7% | 3% | -1.8% | -3.5%
COc1ccc(OCc2nc(C#N)c(NCCCn3ccnc3)o2)cc1 | 8% | i | 0.1% | -9% | 5% | 2% | -2% | -4.7% | 0.1%
CCOC(=O)C1(CCOc2ccccc2)CCN(Cc2cnc(C)[nH]2)CC1 | 3% | i | -0.7% | -11% | -2% | 2% | 6% | -1.3% | 0.7%
c1ccc(CCNc2c3c(nc4ncnn24)CCC3)cc1 | -2% | i | -0.8% | 6% | 4% | 6% | 14% | -5.2% | -1.7%
O=C(COc1ccccc1C(=O)NCC1CCCO1)Nc1ccc(Br)cc1 (stereo unspecified) | 1% | i | -1.7% | 16% | 2% | -7% | 1% | -4.6% | -13%
Cc1cc(/C=C2\SC(N)=NC2=O)c(C)n1-c1ccc(F)cc1 | 2% | i | -0.7% | 6% | -16% | 32% | -1% | -6.2% | -0.2%
O=C(Nc1cccc(F)c1)C1CCCN1S(=O)(=O)c1cccc2cccnc12 (stereo unspecified) | -2% | i | -0.3% | 6% | -3% | -3% | 10% | -7.3% | 0.3%
O=C(CSc1nnc(-c2cccc(Cl)c2)o1)Nc1ccc2c(c1)OCCO2 | -4% | i | -0.9% | 0% | -18% | -12% | 0% | -19% | -1.4%
CC(=O)Nc1ccc(NC(=O)/C=C/c2ccc(Cl)cc2)cc1 | 0% | i | 0.0% | 2% | 4% | 9% | 3% | -2.9% | -6.4%
CC(=O)OC(C(=O)NC1CCCCC1)c1ccccc1F (stereo unspecified) | -5% | i | 0.5% | -8% | 3% | 2% | 4% | -6.4% | 6.0%
O=C(Cc1ccc(S(=O)(=O)N2CCOCC2)s1)Nc1ccc2c(c1)CCC2 | 4% | i | -0.8% | -8% | 20% | 4% | 9% | -3.0% | 6.7%
O=C(NC1CC1)C1=C[C@H](c2c[nH]c3ccccc23)C[C@H](OCCCCO)O1 | 2% | i | 0.2% | 5% | 4% | / | -2% | / | /
O=C(c1ccccc1NS(=O)(=O)c1ccccc1[N+](=O)[O-])N1CCOCC1 | -2% | i | -0.1% | -10% | -1% | -3% | 13% | -7.4% | 0.7%
CCN(CC)CCCNC(=O)c1cc2nc3c(c(C(F)(F)F)n2n1)CCc1ccccc1-3 | 2% | i | 1.5% | 2% | 4% | 1% | -1% | -6.6% | 1.6%
CC1CCCCC1NC(=O)c1ccc(S(=O)(=O)N2CCCC2)cc1 (stereo unspecified) | -3% | i | -0.2% | 0% | 10% | -10% | 1% | -4.3% | 2.5%
CC(C)(C)C1CCC(OC(=O)c2cncc(Br)c2)CC1 (stereo unspecified) | -4% | i | 0.0% | 11% | -2% | -1% | 4% | -2.4% | -1.1%
CC1(C)CC(=O)C(C(N)=NC(=O)c2ccccc2)=C(O)C1 | -1% | i | -0.2% | -1% | -2% | 3% | 11% | -7.0% | -2.5%
CC(=O)c1cc(-c2ccccc2)n(CCC(=O)NC2CCCCCCC2)c1C | 8% | i | -1.9% | 1% | -11% | 5% | 0% | -12% | 0.4%
O=C1c2ccccc2NC(c2ccccc2)N1/N=C/c1ccccc1 (stereo unspecified) | -3% | i | 0.3% | 5% | 16% | 8% | 7% | -4.1% | -1.9%
O=C1Nc2ccccc2C1(O)Cc1ccccn1 (stereo unspecified) | -7% | i | 0.8% | 7% | -5% | / | -5% | / | /
COc1ccc(C(=O)NC(=O)CSc2nnc(-c3ccco3)n2-c2ccccc2)cc1 | -2% | / | / | -12% | 5% | 3% | -12% | -2.2% | 1.0%
O=C(O)CCC(=O)NCC(=O)c1ccc(F)cc1 | 0% | i | 0.5% | -1% | 0% | / | 2% | / | /
COc1ccc(NC(=O)C(Sc2nnc3ccccn23)c2ccccc2)cc1Cl (stereo unspecified) | -7% | i | -0.9% | 4% | 5% | 1% | 2% | -2.3% | 1.6%
c1ccc(Cc2nn[nH]n2)cc1 | -2% | i | -0.1% | -25% | 16% | -11% | 8% | -2.0% | 1.7%
Cc1scc(C(=O)N/N=C/c2ccc(OC(C)C)cc2)c1C | 0% | i | 0.5% | -12% | 11% | 8% | 6% | -5.4% | -4.7%
Cc1ccc(/C=C/c2nc3ccccc3[nH]2)o1 | 3% | i | -0.4% | -2% | 10% | -18% | 12% | -5.2% | -2.2%
O=C(NCCCl)Nc1cccnc1Cl | -4% | i | 0.0% | 7% | -17% | -12% | -3% | -2.5% | 0.0%
CCCNC(=O)CSc1nc(COc2ccccc2)nc2ccccc12 | 8% | i | -0.9% | -3% | 6% | 2% | 3% | -3.1% | 1.8%
CCOC(=O)CNC(=O)CSc1nnc(Cn2c(=O)sc3ccccc32)n1C | 5% | i | 0.0% | 8% | 0% | 11% | -1% | 1.6% | -2.0%
CCNC(=S)N1CCC(c2nc3ccccc3s2)CC1 | 3% | i | -0.5% | -5% | 10% | 2% | -2% | -0.5% | -1.4%
CCC1(c2ccc(Cl)cc2)NC(=S)N(c2ccc(C)c(C)c2)N1 (stereo unspecified) | 16% | i | -0.1% | -9% | -3% | / | 0% | / | /
CN1C(=O)C(N=Nc2ccccc2C(=O)O)N(C)C1=S (stereo unspecified) | 0% | i | 0.2% | -4% | 10% | -8% | 16% | -2.5% | 3.9%
Cc1ccc(/C=N/n2cnc3sc(-c4ccccc4)cc3c2=O)o1 | -7% | i | 0.2% | 6% | 3% | 4% | 6% | -6.5% | 1.9%
Cc1nn(-c2ccc(F)cc2)c2sc(C(=O)O)cc12 | 7% | i | -0.4% | -21% | 6% | -11% | 10% | -3.3% | -2.5%
CCOC(=O)N1CCN(CC(O)COc2ccc(OC)cc2C(C)(C)C)CC1 (stereo unspecified) | -1% | i | -1.8% | -3% | 14% | 4% | -5% | -5.1% | 2.2%

Further structures
Molecule | SIAH1 antagonists | Yfh1-depleted yeast | West Nile antiviral | PhoP inhibition | P. falciparum M17LAP | PMI inhibition | M1AAP inhibition | XIAP antagonists | CSM14.1 death rescue
COc1ccc(C(=O)N2CCN(C(=O)c3ccncc3)CC2)cc1 | 1% | i | 0.4% | 0% | 5% | 6% | -1% | -3.3% | 2.3%
COc1ccc(NC(=O)CSc2nc3ccccc3c(=O)n2CCCN2CCC(C)CC2)c(OC)c1 | -5% | i | 49% | -12% | 2% | -38% | 7% | -7.0% | -0.4%
C=CCn1c(N)c(C(=O)OC(C)(C)C)c2nc3ccccc3nc21 | -2% | / | / | 2% | -303% | 3% | 17% | 0.2% | -0.9%
CNC(=S)N1N=C(c2ccccc2)CC1c1ccccc1Cl (stereo unspecified) | 3% | i | -0.4% | 2% | -9% | 1% | -2% | -2.5% | -3.0%
Cn1c(=O)[nH]c(=O)c2c1nc(N1CCOCC1)n2CC(O)COc1ccc2ccccc2c1 (stereo unspecified) | -2% | i | 0.0% | -2% | 8% | 6% | 12% | -3.7% | -1.5%
Cc1cc(C(=O)NCc2ccco2)on1 | 0% | i | 0.2% | -3% | 9% | 9% | -1% | -0.7% | -0.2%
